Screens as filed in PubChem BioAssay.
NPYLR7 agonist = activates Aedes aegypti NPYLR7 receptor. HEK293T NPYLR7/Galpha15, GCaMP6s calcium fluorescence. activation, % at 10 µM. 270,000 tested, 0.15% active. AID 1259423; in the data active = activation above about 40%;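 note: 0% = vehicle and 100% = reference agonist at the receptor; some compounds past the cut are filed as inactive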
hcGAS inh = human cGAS inhibition. Q8N884. recombinant h-cGAS, ATP depletion, Kinase-Glo luminescence. inhibition, % at 12.5 µM. 290,000 tested, 0.081% active;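 note: 0% = vehicle reaction and 100% = reaction without DNA for no activity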
Target sequence (Q8N884 whole entry, looked up): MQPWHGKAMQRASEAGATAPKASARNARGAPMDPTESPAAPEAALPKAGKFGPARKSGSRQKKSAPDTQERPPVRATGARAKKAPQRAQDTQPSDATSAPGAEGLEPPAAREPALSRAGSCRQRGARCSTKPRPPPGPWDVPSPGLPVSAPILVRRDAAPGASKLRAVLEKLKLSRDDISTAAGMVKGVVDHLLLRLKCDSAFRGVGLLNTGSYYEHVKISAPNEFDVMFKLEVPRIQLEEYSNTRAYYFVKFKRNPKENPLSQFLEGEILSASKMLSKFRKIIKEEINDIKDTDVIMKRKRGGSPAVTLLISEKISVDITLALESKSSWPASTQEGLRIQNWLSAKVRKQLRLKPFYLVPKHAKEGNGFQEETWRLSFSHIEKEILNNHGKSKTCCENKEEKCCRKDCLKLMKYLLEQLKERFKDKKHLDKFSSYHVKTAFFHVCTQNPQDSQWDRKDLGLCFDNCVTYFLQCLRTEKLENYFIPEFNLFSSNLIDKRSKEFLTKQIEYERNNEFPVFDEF
mcGAS lum = blocks mouse cGAS activity; AID 1259399; inhibition, % at 12.5 µM; Q8C6L5; 160,000 tested, 0.15% active; recombinant cGAS, Kinase-Glo ATP depletion luminescence;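 note: 0% = negative control wells and 100% = reference inhibitor with no enzyme activity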
* marks the source's active call; other numbers are inactive results; / = no result given; & = joins results of further samples. Cut-off read from the data, not from the text of the source, unless noted: active = inhibition above about 40%; inactive = the rest.

The line under a structure holds: NPYLR7 agonist, hcGAS inh, mcGAS lum
1) Cc1noc(-c2ccc(OC(F)(F)F)cc2)c1C(=O)NCc1ccc2c(c1)OCO2
→ 4, -2, 2
2) Cc1ccc(CN(CCc2c[nH]c3ccccc23)C(=O)CN(C(=O)Nc2ccc(F)c(F)c2)C(C)C)cc1
→ 18, 0, -3
3) CC(C)C/C=C(\CN1CC[C@H](CO)[C@@H](O)C1)c1ccccc1
→ 5, 4, /
4) CCN(CCC(F)(F)F)C(=O)c1cc(C(C)C)nc2c1cnn2C(C)C
→ -3, 3, /
5) COc1nc2ccccc2cc1-c1cnccc1C
→ 6, -3, -12
6) CN(CC(=O)Nc1ccc(OC(F)(F)F)cc1)C(=O)CC1CC2CCC1C2 (stereo not drawn)
→ 4, -5, -22
7) CNc1cncc(-c2ccc(OC)nc2)n1
→ 4, -17, /
8) CC1CC(OC(=O)c2ccccc2O)CC(C)(C)C1 (stereo not drawn)
→ 5&19, -4&-7, /
9) CCN1C(=Cc2ccc3cc(C)ccc3[n+]2CC)Sc2ccccc21
→ 74*, 8, /
10) CCc1ccccc1NC(=O)NCCNc1ccc(Nc2cccc(C)n2)nn1
→ 17, -9, /
11) Cc1ccc(F)cc1NS(=O)(=O)c1ccc(F)cc1[N+](=O)[O-]
→ 2, -4, /
12) Nc1c(C(=O)Nc2ccccc2)c2nc3ccccc3nc2n1/N=C\c1ccccn1
→ 9, -5, -10
13) COC(=O)C1CCCc2c1ccn2CC=C(C)C (stereo not drawn)
→ 22, -6, /
14) O=C1CCC(C(=O)Nc2ccc(F)cc2-c2ccc(F)cc2)N1 (stereo not drawn)
→ -4, 2, /
15) CC1(Cc2ccccc2F)C(=O)Nc2c(Cl)ccc(Cl)c21 (stereo not drawn)
→ 1, -2, -3

(further entries)
The line under a structure holds: NPYLR7 agonist, hcGAS inh, mcGAS lum
16) CC(C)c1csc(C(=O)NCC2CCCN(S(C)(=O)=O)C2)n1 (stereo not drawn)
→ -1, -2, /
17) O=Cc1cccn1-c1cccc(C(=O)O)c1
→ -10, -4, -7
18) Cc1ccc(-n2nnc(C(=O)Nc3nccs3)c2C)cc1C
→ -2, -4, -10
19) Cc1cc(C)n(-c2nnc(Cl)c(N)c2N)n1
→ -9, 2, /
20) O=C(NCCCn1cncn1)c1cccc(-c2ccc(O)cc2)c1
→ 2, -3, -11
21) CCCCNC(=O)C(NS(=O)(=O)c1ccc(C)cc1)C(C)C (stereo not drawn)
→ 7, -4, -8
22) CN1CCN2CCN(Cc3ccc(O)c(Cl)c3)CC2C1 (stereo not drawn)
→ /, -3, -10
23) Cc1ccccc1CC(=O)N1CCOC(COc2ccc(F)cc2)C1 (stereo not drawn)
→ 28, -4, /
24) S=c1[nH][nH]c2nc3ccccc3n12
→ 1, -3, -5
25) CCOC(=O)C1CCN(C(=O)c2c(C)c(C)c(C)n2Cc2ccc(F)c(F)c2)CC1
→ /, -1, -8
26) CCc1[nH]c2ccc(CNC(=O)CCC(=O)NC3CCCC3)cc2c1C
→ 3, -4, -11
27) CSc1nc(N2CCOCC2)c2cnn(CCNC(=O)Cc3ccc(Cl)cc3)c2n1
→ -3, 17, 2
28) Cc1ccc(-c2cc(C(=O)N3CCN(c4ccccc4F)CC3)n(-c3cccc(Cl)c3)n2)cc1C
→ 0, -5, -5
29) COc1ccc(Br)c(-c2nc(Cc3ccc(OC)c(OC)c3)no2)c1
→ -1, -5, -6
30) CC1CCCN(C(=O)COc2c(Br)cc(Br)cc2Br)C1 (stereo not drawn)
→ -9, -4, -4

The list continues.
The line under a structure holds: NPYLR7 agonist, hcGAS inh, mcGAS lum
31) CCc1cc(C(=O)NCc2cc(C)cc3c(C)c(CC)[nH]c23)n(C)n1
→ 3, -2, /
32) COc1cccc(CNc2nn[nH]n2)c1OCc1ccc(C)cc1
→ -6, -4, /
33) O=C1CCCN1CC(=O)N1CCC2(CCCN(Cc3ccc(F)cc3)C2)C1 (stereo not drawn)
→ 2, -1, /
34) COc1ccc(S(=O)(=O)NC(=O)C2(C)CCN2C(=O)Cc2ccc(C(C)(C)C)cc2)cc1 (stereo not drawn)
→ 8, -4, /
35) C=CCN(C/C=C/c1ccccc1)C(=O)c1cc(C)nc(C)n1
→ -1, -6, /
36) CC1=NN(C(=O)C(C)(C)C)C(O)(c2ccccc2)C1 (stereo not drawn)
→ -5, -4, -7
37) Cc1nc(C)c(-c2ccc(SCC(=O)Nc3ccc(C)c(F)c3)nn2)s1
→ -3, -1, -7
38) O=S(=O)(c1ccc(OC(F)(F)F)cc1)N1CCN(CCCOC(c2ccc(Cl)cc2)c2ccc(Cl)cc2)CC1
→ 3, -2, -6
39) CCOc1ccc(C2=NC(=Cc3cccc(OC)c3)C(=O)O2)cc1
→ -1, -4, /
40) O=C(c1cc2n(n1)C(C(F)(F)F)CC(c1ccco1)N2)N1CCCCCC1 (stereo not drawn)
→ 0, -7, /
41) O=C(c1ccc(CSc2nc(Cl)cc(N3CCOCC3)n2)cc1)N1CCC(Cc2ccccc2)CC1
→ -3, -11, -7
42) Cc1cnc(CNC(=O)c2oc(COc3ccccc3)cc2C)cn1
→ 7, -4, -9
43) O=C(CSc1nnc(-c2ccc(F)cc2)o1)c1ccc2c(c1)OCO2
→ 2, -7, /
44) CNCc1cc(/C=C/c2ccccc2)ccc1OC
→ 5, -9, /
45) COc1ccc(/C=C/CN2CCN(c3ncccc3C(N)=O)CC2)cc1
→ 4, -3, /

Next structures:
The line under a structure holds: NPYLR7 agonist, hcGAS inh, mcGAS lum
46) CC(=O)C1=C(C)NC(=O)C(C#N)C1c1ccncc1 (stereo not drawn)
→ 3, -1, /
47) COc1ccc(-c2cc(C(=O)N3CCN(c4ccccc4Cl)CC3)n(-c3ccccc3)n2)c(OC)c1
→ 14, -7, -5
48) N#Cc1cccc(CSc2nc(Oc3ccccc3Cl)cc(C(F)(F)F)n2)c1
→ 10, -4, -3
49) CC(C)CSc1nc(-c2ccco2)c(C#N)c(=O)[nH]1
→ 1, 7, /
50) O=C(CNC(=O)c1ccco1)NC1CCCCCC1
→ 1, -4, /
51) Cc1ccc(C(=O)NCC(C)n2nc(C)cc2C)cc1 (stereo not drawn)
→ 1, -9, /
52) O=C(CSc1nnc(Cn2ccc(=O)[nH]c2=O)o1)NC1CC1
→ -4, -7, -7
53) Cc1sc2ncn(CC(=O)c3cc(C)n(C)c3C)c(=O)c2c1C
→ 0, -2, /
54) CCC(c1ccc(Br)cc1)N(C)CC(N)=O (stereo not drawn)
→ -2&6, -2&-11, /
55) Cc1nc2c(c(=O)n1C)CCN(C(=O)CCc1ccccc1O)CC2
→ -1, -3, -13
56) O=C(CCn1cnnn1)N1CCC(CCC(=O)N2CCN(c3ccccc3)CC2)CC1
→ 5, 2, /
57) O=C(Nc1ccc(F)cc1)c1csc(CSc2nnc(-c3ccccc3Cl)n2-c2ccccc2F)n1
→ /, -8, -6
58) CN1C(=O)CCc2cc(NC(=O)C3CCCCN3CC(F)F)ccc21 (stereo not drawn)
→ 8&1, -6&-11, /
59) COc1cccc2c(=O)c3ccoc3n(C)c12
→ 3, 9, -3
60) CCOC(=O)c1c(NC(=O)C(C)(C)OC(C)=O)c(-c2ccc(OC)cc2)cn1Cc1ccccc1
→ -2, 5, 2

4 compounds already listed, ordered by heavy-atom count, low to high.
The line under a structure holds: NPYLR7 agonist, hcGAS inh, mcGAS lum
35) C=CCN(C/C=C/c1ccccc1)C(=O)c1cc(C)nc(C)n1
→ -1, -6, /
43) O=C(CSc1nnc(-c2ccc(F)cc2)o1)c1ccc2c(c1)OCO2
→ 2, -7, /
10) CCc1ccccc1NC(=O)NCCNc1ccc(Nc2cccc(C)n2)nn1
→ 17, -9, /
38) O=S(=O)(c1ccc(OC(F)(F)F)cc1)N1CCN(CCCOC(c2ccc(Cl)cc2)c2ccc(Cl)cc2)CC1
→ 3, -2, -6

The listing continues.
The line under a structure holds: NPYLR7 agonist, hcGAS inh, mcGAS lum
61) CCc1cc(Br)ccc1S(=O)(=O)N1CCN(Cc2cc(=O)c(OCc3cc(C)cc(C)c3)co2)CC1
→ 28, -3, -5
62) Cc1ccc(F)cc1NC(=O)c1cc2ccccc2oc1=O
→ 12, 2, 1
63) CCOc1cccc2sc(=NC(=O)c3ccc(N4C(=O)CCC4=O)cc3)n(CC)c12
→ 2, -9, /
64) O=C(NCCSc1ncn[nH]1)c1ccc2nc(Cc3ccccc3F)oc2c1
→ 4, -7, -10
65) CCC(CC)n1nc(C)cc1NC(=O)Cc1ccc(S(C)(=O)=O)cc1
→ 1, 5, -4
66) CCOc1ccc(S(=O)(=O)N2CCN(Cc3cc(F)cc4c3OCOC4)CC2)cc1
→ 0, 9, 2
67) O=C(Nc1ccc(C(=O)O)c(O)c1)c1cc(Cl)cc(Cl)c1
→ 9, -4, -6
68) CCC1CN(C(=O)Nc2ccc3c(c2)CCC3)CCO1 (stereo not drawn)
→ 1, -2, /
69) C=C(Cl)CN1CCN(CC(C)C)CC1
→ 29, -9, /
70) Cc1noc(C)c1CC(=O)N1CCc2c(cnc(C)c2CNC(=O)/C=C/c2ccccc2)C1
→ 2, -4, -8
71) CC=CC=CC(=O)OCC(=O)NC12CC3CC(CC(C3)C1)C2
→ 13, 3, 1
72) CCc1ccc(N2CCN(C(=O)Nc3ccc(C)cc3)C(C)C2=O)cc1 (stereo not drawn)
→ 0, -2, -4
73) CC(=O)Nc1sc(SCC(N)=O)nc1-c1ccccc1
→ -11, 1, -2
74) O=C(COC(=O)c1ccc2c(c1)C(=O)N(C1CCCCC1)C2=O)c1ccc(Br)cc1
→ 0, -3, -6
75) Cc1cc(C)n(C(C[N+](=O)[O-])c2ccccc2Cl)n1 (stereo not drawn)
→ 2, -6, /

Additional structures
The line under a structure holds: NPYLR7 agonist, hcGAS inh, mcGAS lum
76) Cc1ccc(-n2c(SCC(=O)NCC3CCCO3)nc3c(c2=O)SCC3)cc1 (stereo not drawn)
→ -2, -6, /
77) O=C(O)c1ccc(N2C(=O)/C(=C/c3ccc(-c4ccc([N+](=O)[O-])cc4)o3)C=C2c2ccccc2)cc1
→ 7, -1, -1
78) Cc1cc(NC(=O)c2ccc(C)c(F)c2)n(C2CCS(=O)(=O)C2)n1 (stereo not drawn)
→ -2, -9, /
79) CCC(=O)NCc1ccccc1-c1ccc(F)cc1OC
→ 11, -2, -19
80) CCCN(CC(=O)N(CCc1c[nH]c2ccccc12)Cc1ccc(C(F)(F)F)cc1)C(=O)C(C)C
→ -4, -1, -4
81) CCCc1nnc2c(C(=O)NCCCN(C)c3ccccc3)cccn12
→ -7, 0, 3
82) Cc1nc([N+](=O)[O-])cn1CCC(=O)Nc1ccccc1Nc1ccccc1
→ 13, -10, /
83) C1CCN=C(Nc2nnc(C34CC5CC(CC(C5)C3)C4)s2)CC1
→ 4, 5, /
84) O=C(c1ccc(F)c(F)c1)N1CCN(Cc2cc(=O)n3ccsc3n2)CC1
→ 21, 0, 0
85) Cc1cc(C(=O)CSc2nnc(-c3ccco3)n2C)c(C)n1C1CC1
→ -2, -9, -5
86) CCOC(=O)CN(Cc1ccccc1)Cc1cccn1Cc1cccc(C)c1
→ 20, -8, -4
87) CC(NC(=O)c1cc(NC(=O)Nc2cccc(C(F)(F)F)c2)ccc1N1CCCC1)c1ccccc1 (stereo not drawn)
→ -5, -3, -3
88) CCOC(=O)c1cc(-c2ccc(N3CCN(C(=O)c4cc(C)nn4C)CC3)cc2)n(-c2ccccc2C)n1
→ 25, -3, -6

In the list so far, these contain an aryl thioether with sulfur outside any ring.
The line under a structure holds: NPYLR7 agonist, hcGAS inh, mcGAS lum
27) CSc1nc(N2CCOCC2)c2cnn(CCNC(=O)Cc3ccc(Cl)cc3)c2n1
→ -3, 17, 2
37) Cc1nc(C)c(-c2ccc(SCC(=O)Nc3ccc(C)c(F)c3)nn2)s1
→ -3, -1, -7
41) O=C(c1ccc(CSc2nc(Cl)cc(N3CCOCC3)n2)cc1)N1CCC(Cc2ccccc2)CC1
→ -3, -11, -7
43) O=C(CSc1nnc(-c2ccc(F)cc2)o1)c1ccc2c(c1)OCO2
→ 2, -7, /
48) N#Cc1cccc(CSc2nc(Oc3ccccc3Cl)cc(C(F)(F)F)n2)c1
→ 10, -4, -3
49) CC(C)CSc1nc(-c2ccco2)c(C#N)c(=O)[nH]1
→ 1, 7, /
52) O=C(CSc1nnc(Cn2ccc(=O)[nH]c2=O)o1)NC1CC1
→ -4, -7, -7
57) O=C(Nc1ccc(F)cc1)c1csc(CSc2nnc(-c3ccccc3Cl)n2-c2ccccc2F)n1
→ /, -8, -6
64) O=C(NCCSc1ncn[nH]1)c1ccc2nc(Cc3ccccc3F)oc2c1
→ 4, -7, -10
73) CC(=O)Nc1sc(SCC(N)=O)nc1-c1ccccc1
→ -11, 1, -2
76) Cc1ccc(-n2c(SCC(=O)NCC3CCCO3)nc3c(c2=O)SCC3)cc1 (stereo not drawn)
→ -2, -6, /
85) Cc1cc(C(=O)CSc2nnc(-c3ccco3)n2C)c(C)n1C1CC1
→ -2, -9, -5
